# BLM helicase inh – qHTS Assay for Inhibitors of Bloom's syndrome helicase (BLM) | RecQ-like DNA helicase BLM (Homo sapiens), P54132 | recombinant BLM DNA unwinding, fluorescence dequenching | Potency, µM (titrated, usually from 56.1 µM), inactives show at the top dose activity change, negative = inhibition, hits mostly inhibitors | 350,000 compounds, 0.2% hits | AID 2528, 2010;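 also: plate controls were vehicle for no effect and no enzyme for full effect; nearly all actives have a fitted effect of over 35% in size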
# GLS inhibitor – qHTS for Inhibitors of Glutaminase (GLS). 410,000 compounds, 0.21% hits. Glutaminase kidney isoform, mitochondrial (Homo sapiens), O94925. GLS enzymatic activity, qHTS titration. Potency, µM (series often up to 45.5 µM), inactives show top-dose activity change, negative = inhibition, actives largely listed as inhibitors; also: % is scaled to controls: 0 for no effect and ±100 for the full control effect
# Target sequence (O94925 whole entry, looked up, canonical isoform): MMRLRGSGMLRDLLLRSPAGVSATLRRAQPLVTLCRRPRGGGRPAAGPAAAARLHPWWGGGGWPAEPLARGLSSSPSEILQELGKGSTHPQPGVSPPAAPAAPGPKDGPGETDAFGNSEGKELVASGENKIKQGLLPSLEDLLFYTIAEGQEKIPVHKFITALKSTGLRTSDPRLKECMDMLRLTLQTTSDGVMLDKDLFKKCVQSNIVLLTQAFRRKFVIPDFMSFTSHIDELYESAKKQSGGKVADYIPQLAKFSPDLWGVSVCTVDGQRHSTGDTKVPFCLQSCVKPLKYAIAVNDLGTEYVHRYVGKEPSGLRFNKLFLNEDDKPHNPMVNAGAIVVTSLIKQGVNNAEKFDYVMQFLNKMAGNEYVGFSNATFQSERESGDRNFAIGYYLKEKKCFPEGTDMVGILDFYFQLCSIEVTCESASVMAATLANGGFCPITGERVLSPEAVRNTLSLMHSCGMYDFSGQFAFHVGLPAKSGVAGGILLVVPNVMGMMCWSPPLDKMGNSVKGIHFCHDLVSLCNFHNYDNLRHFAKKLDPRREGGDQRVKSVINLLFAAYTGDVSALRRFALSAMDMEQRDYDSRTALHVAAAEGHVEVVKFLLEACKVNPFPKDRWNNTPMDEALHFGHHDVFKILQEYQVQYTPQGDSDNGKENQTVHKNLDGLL
#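 Assay buffer: 45 mM KH2PO4 pH 8.2, 0.02% Tween-20. hKGA acts on L-glutamine (1 mM solution added); product glutamate is reported by an oxidase/peroxidase Amplex Red coupling, with fluorescence taken at baseline and 30 min.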
# JMJD2A Tudor inh – qHTS Assay for Inhibitors of JMJD2A-Tudor Domain. AID 504339, 2011. Potency, µM (titrated, usually from 114 µM), for the others: at the top dose activity change, negative = inhibition, usual class: inhibitors. Lysine-specific demethylase 4A (Homo sapiens), O75164. AlphaScreen JMJD2A-Tudor / H3K4me3 peptide binding. 390,000 compounds, 4.4% hits; also: % is scaled to controls: 0 for no effect and ±100 for the full control effect; nearly all actives have a fitted effect of over 50% in size
# POLI inh – qHTS for Inhibitors of Polymerase Iota; DNA polymerase iota (Homo sapiens), Q9UNA4; Pol iota fluorescent replication assay, 10 min; Potency, µM (titrated, usually from 115 µM), for the others: at the top dose activity, negative = inhibition, hits mostly inhibitors; 390,000 compounds, 1% hits
#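 Pol iota at 10 nM preincubated 15 min with compounds at room temperature; reaction started with fluorescent substrate, 50 nM final. Fluorescence read kinetically at 0 and 10 min; buffer-only wells as negative control.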
# G9a inh – qHTS Assay for Inhibitors of Histone Lysine Methyltransferase G9a | Histone-lysine N-methyltransferase EHMT2 (Homo sapiens), Q96KQ7 | G9a H3K9 monomethylation, AlphaScreen, 2 h | Potency, µM (titrated, usually from 102 µM), for the others: at the highest dose activity, negative = inhibition, actives largely listed as inhibitors | 350,000 compounds, 8.8% hits | AID 504332, 2011; also: % is scaled to controls: 0 for no effect and ±100 for the full control effect; nearly all actives have a fitted effect of over 75% in size
#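 G9a (20 nM) was preincubated 15 min with compound, then reacted 2 h at room temperature with 500 nM biotin-H3K9 peptide and 20 µM SAM. Monomethyl-H3K9 detected by AlphaScreen using anti-H3K9me1 antibody.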
# Pin1 inhibitor – qHTS Assay to Find Inhibitors of Pin1. 390,000 compounds, 0.009% hits. Potency, µM (highest dose often 115 µM), for the others: at the highest dose activity, negative = inhibition, hits mostly inhibitors. Pin1 FP peptide displacement, HiFluor488, 10 min. Peptidyl-prolyl cis-trans isomerase NIMA-interacting 1 (Homo sapiens), Q13526; active = well fitted inhibition curve with a large enough effect in the polarisation, with a control signal flat, not every such curve was filed as active; inconclusive = small, poorly fitted or top-dose-only effect, or effect the other way, or a change in a side signal; inactive = no such curve, though single readings can be large or run the other way; the % refers to the polarisation; also: % is scaled to controls: 0 for no effect and ±100 for the full control effect
# Target sequence (Q13526 whole entry, looked up): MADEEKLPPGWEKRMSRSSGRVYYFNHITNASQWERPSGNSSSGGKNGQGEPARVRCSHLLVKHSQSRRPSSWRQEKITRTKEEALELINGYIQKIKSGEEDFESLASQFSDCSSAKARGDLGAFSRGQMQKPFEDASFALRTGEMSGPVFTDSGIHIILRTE
# HP1b chromo inh – HTS for Inhibitors of HP1-beta Chromodomain Interactions with Methylated Histone Tails; AlphaScreen HP1-beta / biotin-H3K9me3 peptide binding; Chromobox protein homolog 1 (Homo sapiens), P83916; 390,000 compounds, 0.56% hits; Potency, µM (highest dose often 114 µM), for inactives: at the top dose activity change, negative = inhibition, actives largely listed as inhibitors; also: nearly all actives have a fitted effect of over 70% in size; inactives centre near 23
# Target sequence (P83916 whole entry, looked up): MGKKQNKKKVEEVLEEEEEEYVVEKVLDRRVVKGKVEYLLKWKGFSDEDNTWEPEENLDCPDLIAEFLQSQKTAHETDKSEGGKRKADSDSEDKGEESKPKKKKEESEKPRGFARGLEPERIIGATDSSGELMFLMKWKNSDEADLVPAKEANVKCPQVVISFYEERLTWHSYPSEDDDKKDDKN
#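 HP1-beta protein (50 nM final) preincubated 30 min at room temperature with biotinylated H3(1-18)K9me3 peptide (50 nM) in PBS pH 7.4, 0.01% Tween-20, then compound added for 30 min. AlphaScreen streptavidin donor/nickel chelate acceptor beads (10 ug/mL final), 30 min dark, luminescence read.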
# PGK inhibitor – qHTS Assay to Find Inhibitors of Phosphoglycerate Kinase; PGK/GAPDH coupled, Kinase-Glo luminescence, 60 min; Phosphoglycerate kinase, glycosomal (Trypanosoma brucei brucei), P07378; 380,000 compounds, 0.043% hits; Potency, µM (highest dose often 57.5 µM), for inactives: at the highest dose activity change, negative = inhibition, usual class: inhibitors; AID 602233, 2012; also: % is scaled to controls: 0 for no effect and ±100 for the full control effect; nearly all actives have a fitted effect of over 60% in size
#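 Luminescent ATP detection (Kinase-Glo Plus) follows a 60-minute room-temperature incubation, with wells lacking PGK as controls. Buffer: 100 mM TEA (pH 7.6), 5 mM MgCl2, 0.01% Tween-20. Coupling enzyme GAPDH (100 nM final) supplies unstable 1,3-BPG in-well.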
# BAZ2B inh – qHTS Assay for Inhibitors of BAZ2B; Bromodomain adjacent to zinc finger domain protein 2B (Homo sapiens), Q9UIF8; AlphaScreen BAZ2B-H3K14Ac peptide displacement; Potency, µM (highest dose often 114 µM), inactives show at the highest dose activity change, negative = inhibition, hits mostly inhibitors; 360,000 compounds, 4.4% hits; AID 504333, 2011; also: % is scaled to controls: 0 for no effect and ±100 for the full control effect; nearly all actives have a fitted effect of over 60% in size
#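 Multi-concentration screen (max 110 uM) measuring displacement of acetylated histone H3 peptide from BAZ2B by AlphaScreen, using 50 nM protein, 50 nM peptide and 10 ug/mL streptavidin donor plus Ni-chelate acceptor beads.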
# The depositor's hits bear a star; i = inactive; ? = inconclusive; . = no result given; [ ] = another dose, or the depositor's remark. Unless noted, calls follow the shape of the dose curve; as a rule, active = well fitted curve in the direction sought with a large enough effect; inconclusive = small, poorly fitted or top-dose-only effect, or another doubt; inactive = no such curve, though single readings can be large; an effect the other way counts as inactive or inconclusive. Potency is read from the fitted curve at half-maximal effect. Some of the compounds tested; count on the stated rates, not on these rows.
Structure	GLS inhibitor	BAZ2B inh	PGK inhibitor	G9a inh	POLI inh	JMJD2A Tudor inh	BLM helicase inh	HP1b chromo inh	Pin1 inhibitor
CCCN(CCC)C(=O)Cn1c(=O)n(Cc2ccc(C(=O)NCCc3ccc(Cl)cc3)cc2)c(=O)c2ccccc21	3%	0%	6%	-2%[59 µM]	28%	-11%	-8%	16%	2%
Cc1nn(C)cc1S(=O)(=O)N1CCN(c2ccc(F)cc2)CC1	5%	0%	-7%	.	71%[activator]	-17%	1%	25%	4%
CC(c1nc2scc(-c3ccccc3)c2c(=O)[nH]1)N1CCN(CC(=O)NC2CC2)CC1 (stereo not given)	1%	-1%	-5%	-39%	-13%	?	.	15%	5%
Cc1cc(C)c(NC(=O)CNC(=O)COC(=O)CN2C(=O)NC3(CCCC3)C2=O)c(C)c1	1%	-6%	1%	-26%	19%	-8%	.	4%	-2%
CN(C)S(=O)(=O)c1cccc(C(=O)NCCNC(=O)c2cccc(S(=O)(=O)N(C)C)c2)c1	-2%	27%	-1%	14%	-17%	-13%	-3%	16%	-9%
O=C1c2ccccc2NC(c2cccc(O)c2)N1O (stereo not given)	13%	-16%	-1%	45µM*	?	4%	-11%	49%[activator]	1%
O=C1CCCC2=C1C(c1ccc(Br)cc1)c1c([nH]c(=S)[nH]c1=O)N2 (stereo not given)	13µM*	?	1%	0.79µM*	?	40µM*	-4%	-24%	-11%
COc1ccc(C(=O)N/N=C/C(Br)=C/c2ccccc2)cc1	3%	-1%	i	0%[59 µM]	-2%	-8%	6%	5%	2%
Clc1cccc(-c2noc3ncnc(Nc4ccc5c(c4)OCO5)c23)c1	2%	3%	-2%	23%	0%	-1%	-3%	66%[activator]	-2%
COc1cc(OC)c(NC(=O)c2ccc3c(Cl)c4c(nc3c2)CCCC4)cc1Cl	2%	-1%	4%	11%[59 µM]	29%	2%	-9%	42%[activator]	-2%
COc1ccc(-n2c(CNC(=O)COc3ccccc3)n[nH]c2=S)cc1	-9%	-18%	i	?	25%	11µM*	-7%	37%	-9%
Cc1noc(-c2ccc(N3CCCCC3C)c([N+](=O)[O-])c2)n1 (stereo not given)	1%	-36%	-1%	?	-12%	-20%	-11%	46%[activator]	23%
CCCNC(=O)NC(=O)COC(=O)CNS(=O)(=O)/C=C/c1ccccc1	-8%	-10%	i	6%	16%	-23%	-2%	57%[activator]	1%
COc1ccc(/C=C/C(=O)Nc2ccccc2C(=O)O)cc1	-2%	-13%	3%	-6%	71%[activator]	-21%	3%	37%	3%
N=c1oc2ccccc2cc1-c1nc(-c2ccccc2)cs1	4%	82%[activator]	14%	85%[activator][59 µM]	13%	51%[activator]	-8%	90%[activator]	?
CN1C(=O)/C(=C/c2ccccc2OCc2cccc(F)c2)NC1=S	1%	-10%	-8%	-48%[12.7 µM]	0%	-17%	-1%	41%[activator]	1%
O=C(CSc1ncn(-c2ccccc2)n1)N1CCN(c2ccccc2)CC1	31%[activator]	-2%	-5%	?	6%	-23%	-12%	19%	-1%
CC(C(=O)NCCN1CCOCC1)c1ccc([N+](=O)[O-])cc1 (stereo not given)	-4%	-5%	-1%	17%[59 µM]	6%	-13%	-1%	38%[activator]	1%
CCc1ccc(OCC(=O)Nc2ccc(N3CCN(C(=O)c4ccccc4)CC3)cc2)cc1	19%	-13%	-3%	.	18%	-33%	-4%	13%	-4%
Cc1nc2sc3c(c2c(=O)[nH]1)CCCC3	0%	-2%	-9%	32%	-11%	-12%	2%	27%	-2%
CCN1C(=O)/C(=C2\SC(N3CCCCC3)=NC2=O)c2ccccc21	16%	40µM*	.	-3%[0.0925 µM]	22%	?	1%	?	-3%
Oc1c(Cl)cc(Cl)c2c1NCCC2	11µM*	?	4%	?	107%[activator]	56µM*	-5%	50µM*	0%
CC(=O)c1c(C)[nH]c(C(=O)NNC(=O)c2ccc(C)cc2)c1C	12%	.	-7%	.	10%	-13%	.	28%	0%
CCOc1ccc(S(=O)(=O)NCCC(=O)Nc2nnc(C)s2)cc1	-1%	6%	5%	38%[59 µM]	1%	-4%	1%	-12%	1%
C=CCOc1cccc(/C=C\c2nc(O)c([N+](=O)[O-])c(=O)[nH]2)c1	2%	-23%	i	-1%	?	-14%	-5%	14%	-13%
CC(NC(=O)c1ccc2c(c1)CCN2S(C)(=O)=O)c1ccccc1 (stereo not given)	-6%	2%	-2%	3%[59 µM]	-5%	-10%	4%	44%[activator]	3%
Cc1cc(NC(=O)CN(C)CC(=O)Nc2ccc(Cl)c(C(F)(F)F)c2)no1	2%	3%	-3%	-3%[2.33 µM]	-7%	-6%	.	40%[activator]	?
Cc1ccc(C(=O)Nc2ccc(OCc3cc(=O)n4c5c(sc4n3)CCCC5)cc2)cc1	5%	4%	-9%	7%[59 µM]	4%	6%	-4%	47%[activator]	-5%
O=C(CSc1nnc(CNC(=O)c2cccs2)o1)c1ccccc1	-2%	-9%	6%	?	-6%	20%	2%	19%	1%
CCOc1ccc(OCCCCN2CCCC2)cc1	0%	?	-7%	?	18%	45µM*	-1%	-16%	7%
O=C(CSc1nnc(-c2ccc(F)cc2)o1)Nc1ccc(S(=O)(=O)N2CCCCCC2)cc1	-1%	4%	i[11.5 µM]	-1%	-15%	-12%	-3%	2%	-3%
O=C(N/N=C/C(Br)=C/c1ccccc1)c1cccs1	-10%	-1%	-7%	.	0%	-6%	-4%	17%	0%
Cc1ncsc1CCC(=O)N1CCCC(Nc2ccc(C(C)C)cc2)C1 (stereo not given)	-7%	-37%	-5%	50µM*	-1%	-25%	-2%	16%	1%
Cc1nc2cccnc2n1C1CCN(S(=O)(=O)c2ccc(Cl)cc2)CC1	0%	-2%	-4%	3%[59 µM]	0%	-21%	-3%	-4%	-7%
O=[N+]([O-])c1ccc(-c2csc3[n+]2CCS3)cc1	-9%	1%	-2%	35µM*	-7%	-14%	3%	17%	4%
Cc1nnc2c(N3CCN(c4ccccc4)CC3)nc3ccc(C(=O)c4ccccc4)cc3n12	0%	-11%	i	-3%[59 µM]	13%	-5%	-2%	23%	5%
COc1cccc(-c2nc(S(=O)(=O)c3ccccc3)c(N3CCC(C)CC3)o2)c1	0%	?	i	18µM*	?	?	-8%	9%	-6%
COc1ccc(-c2[nH]ncc2CN(C)C(C)c2ccncn2)c(F)c1 (stereo not given)	-9%	3%	9%	.	0%	-18%	-3%	21%	3%
Cn1c(=O)c2nc(SCCO)n(C)c2n(C)c1=O	-15%	.	5%	.	66%[activator]	-2%	.	19%	1%
O=C1CN(C(=O)c2c(F)cccc2F)C(c2ccc(F)cc2)c2cc(F)ccc2N1 (stereo not given)	-7%	-14%	-2%	-1%	24%	-16%	-4%	18%	0%
COc1ccccc1CC(=O)NCCCc1ccccc1	-1%	-12%	i	6%[0.501 µM]	-5%	-4%	-5%	18%	-2%
COc1ccccc1CN1CCCC(C(=O)N(C)Cc2ccccc2)C1 (stereo not given)	0%	0%	1%	?	27%	3.2µM*	-5%	?	-6%
Clc1nc(-c2ccccc2)cc(-c2ccc(Br)cc2)n1	0%	.	i	.	-25%[58.9 µM]	156%[activator]	.	183%[activator]	8%
Cc1ccc(C)c(N2CCN(C(c3ccc(N(C)C)cc3)c3nnnn3C(C)(C)C)CC2)c1 (stereo not given)	14%	-8%	-2%	4.5µM*	-5%	?	6%	-42%	28%
O=C(NCCc1c[nH]c2ccccc12)c1cc2sccc2n1Cc1ccccc1	-1%	?	-2%	-20%	7%	?	-7%	-12%	3%
Nc1c(C(=O)N2CCOCC2)sc2nc3c(cc12)CCCC3	0%	-16%	-10%	?	64%[activator]	1%	-3%	47%[activator]	-7%
CCOc1ccc(C(=O)Nc2ccc(NC(=O)c3ccccc3)c(C)c2)cc1[N+](=O)[O-]	4%	-16%	-2%	.	153%[activator]	-28%	-17%	0%	11%
COc1ccccc1N1CCC(N2CCN(CC(C)(C)C)C(CCO)C2)CC1 (stereo not given)	18%	-12%	-6%	.	62%[activator]	1%	-1%	40%[activator]	-3%
Cc1ccc(CNC(=O)c2cc3c(=O)oc4ccc(C)cc4c3s2)cc1	2%	-2%	-3%	-35%[59 µM]	33%[activator]	-17%	-6%	2%	3%
COc1ccc(/C=N\NC(=O)c2cccc(Br)c2)c(OC)c1	4%	-28%	5%	-27%	26%	-5%	-4%	11%	3%
COc1ccccc1CNC(=O)c1cccc(NC(=O)N2CCSc3ncccc32)c1	3%	-12%	-4%	2%[59 µM]	37%[activator]	0%	0%	30%	-7%
CC1NC(=O)NC1CCCCCC(=O)Nc1ccc(F)cc1 (stereo not given)	-6%	-1%	-4%	?	118%[activator]	0.32µM*	-2%	?	-8%
O=C(Nc1ccccc1C(=O)O)c1cccc(F)c1	-9%	.	i	.	-7%	13%[11.4 µM]	.	6%	-3%
COc1ccc(CCCNC(=O)C2CCC(=O)N(CC3CCCCC3)C2)cc1 (stereo not given)	2%	-18%	4%	24%	25%	-5%	-3%	11%	-6%
